Screens deposited in PubChem BioAssay by The Scripps Research Institute Molecular Screening Center.
PLC-beta3 inh – inhibitors of human phospholipase C beta3; Purified PLC-beta3, fluorogenic substrate, fluorescence; Q01970; 0.18% of 370,000 active; inhibition, % at 12.2 µM; AID 720704; in the data active = inhibition above about 11%;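 also: 0% = median of compound wells on plate and 100% = full blocker control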
Target sequence (Q01970 whole entry, looked up): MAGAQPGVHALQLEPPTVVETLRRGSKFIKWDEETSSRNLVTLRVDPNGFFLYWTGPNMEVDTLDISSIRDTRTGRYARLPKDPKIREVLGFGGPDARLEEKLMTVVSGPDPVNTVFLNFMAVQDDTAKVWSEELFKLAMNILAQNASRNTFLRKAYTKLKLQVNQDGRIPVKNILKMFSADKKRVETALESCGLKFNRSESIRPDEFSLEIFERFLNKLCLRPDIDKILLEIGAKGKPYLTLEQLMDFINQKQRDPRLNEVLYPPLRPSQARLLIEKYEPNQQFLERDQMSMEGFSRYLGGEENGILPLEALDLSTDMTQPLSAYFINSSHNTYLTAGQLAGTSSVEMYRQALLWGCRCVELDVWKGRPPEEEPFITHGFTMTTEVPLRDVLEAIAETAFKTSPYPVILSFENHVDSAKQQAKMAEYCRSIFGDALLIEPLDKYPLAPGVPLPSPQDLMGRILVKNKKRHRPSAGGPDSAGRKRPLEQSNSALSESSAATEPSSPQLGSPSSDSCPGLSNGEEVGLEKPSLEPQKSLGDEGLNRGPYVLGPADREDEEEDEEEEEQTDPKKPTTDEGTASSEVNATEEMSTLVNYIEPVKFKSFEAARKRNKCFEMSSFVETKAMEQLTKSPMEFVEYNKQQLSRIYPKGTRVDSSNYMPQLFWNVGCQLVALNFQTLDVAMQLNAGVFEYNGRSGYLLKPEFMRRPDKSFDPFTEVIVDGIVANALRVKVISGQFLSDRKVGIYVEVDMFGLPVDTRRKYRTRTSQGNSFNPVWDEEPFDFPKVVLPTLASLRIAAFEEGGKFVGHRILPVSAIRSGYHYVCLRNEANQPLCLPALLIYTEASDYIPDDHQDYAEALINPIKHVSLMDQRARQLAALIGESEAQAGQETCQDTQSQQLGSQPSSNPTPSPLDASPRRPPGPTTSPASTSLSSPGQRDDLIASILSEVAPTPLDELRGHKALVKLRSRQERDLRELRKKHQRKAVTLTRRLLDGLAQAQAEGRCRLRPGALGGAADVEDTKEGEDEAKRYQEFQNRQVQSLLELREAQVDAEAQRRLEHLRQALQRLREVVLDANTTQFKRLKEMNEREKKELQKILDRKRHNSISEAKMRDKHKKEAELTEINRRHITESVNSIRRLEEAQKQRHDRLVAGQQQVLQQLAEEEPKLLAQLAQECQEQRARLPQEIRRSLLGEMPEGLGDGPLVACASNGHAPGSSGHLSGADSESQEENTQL
ARFGAP1 inhibitor – inhibits rat ARF GTPase activating protein 1. AID 651572. Arfgap1-stimulated ARF1 GTP hydrolysis, GDP FP detection. Q62848. inhibition, % at 16.5 µM. 0.26% of 360,000 active;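 active = inhibition above a per-plate limit, mean inhibition of low control wells plus 3 SD, cut at about 25% in these data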;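 also: 0% = DMSO wells with enzyme and 100% = wells lacking Arfgap1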
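Repeats: one replicate per compound; assay system: rat Arfgap1 catalytic domain, aa 1-136; times: enzyme reaction 120 min at 25 °C after 20 min preincubation; detection: FP of antibody-bound GDP Alexa 633 tracer, ex 620/em 688 nm; benchmarks: high control wells lacking Arfgap1, low control full reaction with DMSO; reagent: human ARF1(Δ1-17)-GTP substrate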
PLC-gamma1 inh – blocks human PLC-gamma1 enzyme activity | P19174 | purified PLC-gamma1, fluorogenic substrate, fluorescence | inhibition, % at 12.2 µM | 0.84% of 370,000 active; in the data active = inhibition above about 9.5%
ASAP1 inh – ASAP1 ArfGAP inhibition; inhibition, % at 16.5 µM; ASAP1-stimulated ARF1 GTP hydrolysis, GDP FP detection; AID 624377; 0.19% of 360,000 active; in the data active = inhibition above about 25%;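 also: 0% = vehicle with enzyme and substrate and 100% = no enzyme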
Tn6 DDE FP – DD(E)-Tn6 binding inhibition, primary FP screen; P02675; Fibrin DD(E) TRITC-Tn6 fluorescence polarization displacement; inhibition, % at 8.3 µM; 0.21% of 370,000 active;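 active = inhibition above a per-campaign cutoff: mean of compounds within control limits plus 3 SD, cut at about 15% in these data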;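 also: 0% = median of all compound wells on the plate and 100% = blocking peptide control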
proKLK7 act – proKLK7 (human) activation, primary screen; activation, % at 7 µM; 0.9% of 370,000 active; P49862; AID 652039; purified proKLK7, EDANS-DABCYL substrate fluorescence; 100% is mature enzyme control, 0% vehicle;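 active = activation above the mean of all tested compounds plus 3 SD, computed per campaign excluding outliers beyond control limits, cut at about 13% in these data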
ADAM17 inh – inhibitors of human ADAM17 | AID 720648 | recombinant ADAM17, EDANS/DABCYL FRET peptide cleavage | P78536 | inhibition, % at 6.95 µM | 0.83% of 370,000 active;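 active = inhibition above the mean of compounds lying between control limits plus 3 SD, set per campaign, cut at about 8.5% in these data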;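 also: 0% = DMSO-only wells as the low control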
MBD2 inh – blocks human MBD2 binding to methylated DNA; 0.31% of 370,000 active; TR-FRET, MBD2 binding to methylated oligonucleotide; Q9UBB5; inhibition, % at 4.4 µM; AID 686964; in the data active = inhibition above about 13%
Tn7 DDE FP – disrupts Tn7 cyclic peptide binding to fibrin D-Dimer-E complex. P02675. FP displacement of FITC-Tn7 peptide from fibrin DD(E); 0% = median of compound wells per plate. AID 720508. inhibition, % at 8.3 µM. 0.13% of 370,000 active;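 active = inhibition above the mean of compounds falling within the control limits plus 3 SD of them, cut at about 14% in these data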;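 also: 0% = plate median of compound wells and 100% = 10 µM Aha-Tn7 peptide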
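Also added: labelled Tn7 tracer, 0.1 µM; Assay system: human fibrin DD(E) protein; Amount: 2 µM fibrin DD(E); Schedule: 10 min compound pre-incubation, 3 h probe incubation at room temperature; Repeats: one replicate per compound; Read-out basis: percent inhibition; Measured by: fluorescence polarization of the labelled Tn7 tracer.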
UHRF1 binding – blocks human UHRF1 binding to methylated DNA; UHRF1 binding to methylated oligo, TR-FRET; inhibition, % at 4.4 µM; 0.75% of 370,000 active; AID 687016; in the data active = inhibition above about 21%;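 also: UHRF1 SRA domain binding a hemimethylated CpG hairpin DNA probe; 0% = median of test compound wells and 100% = reference inhibitor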
* marks the source's active call; other numbers are inactive results; i = inactive; / = no result given. Outcome played no part in choosing rows. About 4.1% of those tested had a hit in this group.

#	SMILES	PLC-beta3 inh	ARFGAP1 inhibitor	PLC-gamma1 inh	ASAP1 inh	Tn6 DDE FP	proKLK7 act	ADAM17 inh	MBD2 inh	Tn7 DDE FP	UHRF1 binding
1	O=C(CCc1ccccc1)Nc1nc2n(n1)C(c1ccc(Cl)cc1)CC(=O)N2 (stereo unspecified)	1	1	-1	4	6	0.3	-1	0	12	-3
2	CC(C)(C)c1cnnn1-c1ccc(C(=O)CCl)cc1	5	1	4	-3	-7	-0.2	-6	3	-3	5
3	CN(CCOC(=O)CC1C=CCC1)C1CN(Cc2cn(Cc3ccccc3Cl)nn2)S(=O)(=O)C1 (stereo unspecified)	5	/	2	/	8	0.1	-1	0	0	2
4	Cc1nn(C)cc1/C=N/NC(=O)Cn1cncn1	-1	3	-2	4	-2	0.5	-7	2	2	-3
5	COc1ccc(-c2cnc3c(c2)CCC3(C#N)C#N)cc1	-16	6	-8	8	-7	-1.8	-26	-3	-6	2
6	CC1Cc2ccccc2N1C(=O)CCn1cccn1 (stereo unspecified)	-4	-1	0	-1	-6	-0.3	-4	1	-4	-3
7	CCn1cc(S(=O)(=O)NCc2ccc3c(c2)OCO3)cn1	-5	1	-2	7	8	0.1	1	-1	-5	0
8	CC1(C(=O)NCc2ccccc2)CCC(=O)N1CCc1c[nH]c2ccccc12 (stereo unspecified)	-1	0	0	-12	-5	0.7	-6	0	0	-2
9	COc1cc(Cl)c(S(=O)(=O)N2CCOCC2)cc1Cl	-2	6	2	2	2	-0.2	-1	1	1	4
10	CCOc1ccc(CC(=O)N2CCN(c3ccc(N4CCOCC4)nn3)CC2)cc1OCC	-403	6	-329	-10	-2	12	-211	-4	-4	-1
11	O=c1nccc(SCc2ccc(Cl)cc2Cl)[nH]1	-4	-6	-2	13	-5	0.0	-2	6	-5	18
12	Cc1cccc(NC2=NCC(=O)N2Cc2ccccc2)c1	1	7	2	11	-3	-0.9	3	3	6	8
13	CCOC(=O)c1c(C)[nH]c(C(=O)N/N=C\c2ccccc2Cl)c1C	0	-11	-3	5	0	0.9	1	-4	-2	-5
14	CCOc1nc(-c2ccccc2Cl)nc2ccccc12	-7	-2	0	-5	2	-0.4	-4	2	6	0
15	O=C(NCCCN1CCOCC1)c1ccco1	1	1	1	-1	-3	-0.6	-1	5	-6	-1
16	COc1ccccc1CNC(=O)COC(=O)Cc1cccc(F)c1	-5	-2	3	-13	-3	-0.6	-4	3	7	2
17	CCc1ccc(/C=C2\SC(=S)N(CCC(=O)N3CCN(C)CC3)C2=O)cc1	0	-7	3	0	5	0.1	0	-2	5	-4
18	CSc1nnc(NC(=O)C23CC4CC(CC(C4)C2)C3)s1	-3	1	-18	8	-3	0.1	-5	-3	0	2
19	NNC(=O)[C@@H]1C[C@@H]1c1ccccc1	-5	8	-8	0	-2	0.2	-1	-3	2	1
20	O=[N+]([O-])c1ccccc1S(=O)(=O)N1CCN(Cc2cc3c(cc2O)OCO3)CC1	5	1	0	-6	1	0.5	-1	3	9	1
21	Cc1ccc(C(=O)N/N=C\c2cccnc2)s1	-5	-5	-1	-9	-4	0.2	-4	-1	0	-1
22	Cc1cccc([C@@H]2[C@@H]3C(=O)N(Cc4ccccc4)C(=O)[C@@H]3[C@]3(C)C(=O)N(c4cccc(Cl)c4)C(=O)N23)c1	1	3	1	3	4	0.4	-2	-4	8	-2
23	O=C(NCCOc1ccc(Cl)cc1)c1ccco1	-2	1	2	3	-4	0.3	-3	4	-3	20
24	C[C@@H]1CN([C@@H](C)CO)C(=O)c2cc(Br)cnc2O[C@@H]1CN(C)Cc1cncnc1	3	2	1	10	-1	0.3	-5	6	-2	4
25	Cc1ccc(-c2csc(N3CCN(CCCn4c(C(F)(F)F)nc5ccccc54)CC3)n2)cc1	-9	17	-4	-8	0	1.7	-4	1	0	-1
26	Cc1cc(OCCCCn2ccnc2)cc(C)c1Cl	1	2	1	4	-1	0.7	2	-1	-1	-1
27	CC(=O)Nc1ccc(S(=O)(=O)N[C@H](C(=O)O)C(C)C)cc1	0	2	7	-6	5	0.1	-1	-3	-1	-1
28	Cc1ccc(C)c(NCC(O)c2ccccc2)c1 (stereo unspecified)	-6	-9	2	-1	1	0.8	-3	2	7	0
29	CN(C(=O)CSc1nc2[nH]ncc2c(=O)[nH]1)c1ccccc1	-10	8	3	-11	3	0.2	-5	2	4	3
30	CCc1sc(NC(C)=O)nc1-c1ccccc1	0	-6	-1	0	-13	0.0	-6	0	11	3
31	CCCCCCCCN1C(=O)[C@H](CC(=O)N2CCCCC2)C[C@@]2(C(=O)OCC)CCCC=C12	4	1	4	-8	8	0.8	3	-4	-4	1
32	CCOC(=O)c1cc(NC(=O)c2ccc(Cl)cc2)c(=O)n2c1oc1ccc(Cl)cc12	7	-10	5	9	3	-0.5	1	-1	-2	2
33	FC(F)(F)c1cc(-c2ccco2)nc(NCCc2ccccc2)n1	-19	6	-11	-2	-6	-3.2	-6	3	5	3
34	Cc1ccc(S(=O)(=O)N2CCN(CN3C(=O)CC4(CCCC4)C3=O)CC2)cc1	-7	1	2	-8	-3	-0.1	-4	4	7	2
35	C#Cc1cccc(NC(=O)Cc2cccs2)c1	-3	9	1	-10	7	-0.4	2	-6	-5	-3
36	CC(C)NC(=O)C1(C)CCN1C(=O)C1(c2ccccc2)CC1 (stereo unspecified)	1	0	1	11	4	0.1	-4	-6	-1	-1
37	CC1CCCC(NC2CCCCNC2=O)C1 (stereo unspecified)	-1	10	5	10	7	0.3	0	3	-3	2
38	OCCC1CN(CCCn2cccn2)CCN1Cc1ccccc1 (stereo unspecified)	4	-1	1	-8	0	0.3	0	-5	-11	0
39	Cn1c(SCC(=O)NC2CCCCC2)nnc1-c1cc2cc(Cl)ccc2o1	0	-5	2	2	4	0.0	-1	0	1	1
40	COC(=O)C1=C(Nc2ccccc2NC(=O)c2ccccc2C(=O)O)CSC1	-18	-3	-14	-19	-4	0.0	-7	-5	-8	0
41	Cc1c(C(=O)Nc2ccc3c(c2)OCCO3)cnn1C	-5	-1	1	-13	-3	0.0	0	2	-4	0
42	CCN(c1ccccc1)S(=O)(=O)c1ccc(OC)c(NC(=O)CN2C(=O)NC(C)(C)C2=O)c1	-5	9	6	5	2	0.3	-2	1	0	-1
43	CCOc1ccccc1C(=O)NCCCCNC(=O)c1ccccc1OCC	-7	-8	-2	2	6	0.6	-1	0	8	-2
44	CCOc1ccc(OCCC(=O)OC(C)C(=O)Nc2ccc(C(C)=O)cc2)cc1 (stereo unspecified)	-6	-7	-1	-5	4	-0.2	3	4	3	-2
45	Cc1ccc(C(=O)OCC(=O)c2c[nH]c3ccccc23)cc1S(=O)(=O)N1CCCCC1	0	-1	0	4	-4	0.1	0	2	-5	2

Complete entries as entered above. Screens in order: PLC-beta3 inh | ARFGAP1 inhibitor | PLC-gamma1 inh | ASAP1 inh | Tn6 DDE FP | proKLK7 act | ADAM17 inh | MBD2 inh | Tn7 DDE FP | UHRF1 binding
Shown for CCOC(=O)c1cc(NC(=O)c2ccc(Cl)cc2)c(=O)n2c1oc1ccc(Cl)cc12 : 7 | -10 | 5 | 9 | 3 | -0.5 | 1 | -1 | -2 | 2
Shown for CCOc1ccccc1C(=O)NCCCCNC(=O)c1ccccc1OCC : -7 | -8 | -2 | 2 | 6 | 0.6 | -1 | 0 | 8 | -2
Shown for Cc1ccc(S(=O)(=O)N2CCN(CN3C(=O)CC4(CCCC4)C3=O)CC2)cc1 : -7 | 1 | 2 | -8 | -3 | -0.1 | -4 | 4 | 7 | 2

From compound 44 to 45, copied from above:
#	SMILES	PLC-beta3 inh	ARFGAP1 inhibitor	PLC-gamma1 inh	ASAP1 inh	Tn6 DDE FP	proKLK7 act	ADAM17 inh	MBD2 inh	Tn7 DDE FP	UHRF1 binding
44	CCOc1ccc(OCCC(=O)OC(C)C(=O)Nc2ccc(C(C)=O)cc2)cc1 (stereo unspecified)	-6	-7	-1	-5	4	-0.2	3	4	3	-2
45	Cc1ccc(C(=O)OCC(=O)c2c[nH]c3ccccc23)cc1S(=O)(=O)N1CCCCC1	0	-1	0	4	-4	0.1	0	2	-5	2

Continued:
#	SMILES	PLC-beta3 inh	ARFGAP1 inhibitor	PLC-gamma1 inh	ASAP1 inh	Tn6 DDE FP	proKLK7 act	ADAM17 inh	MBD2 inh	Tn7 DDE FP	UHRF1 binding
46	C=C(C)CNC(=S)N/N=C1\CCCCc2ccccc21	-5	6	-6	15	-6	0.0	1	2	-4	-3
47	NC(=O)c1c(NC(=O)c2ccc(F)cc2)sc2c1CCC2	-119	9	-91	-2	0	1.5	-8	3	3	0
48	Cn1c(C(=O)N2CCOCC2)cc2c(=O)n3ccccc3nc21	i	5	i	-12	5	61*	i	-8	9	-3
49	Cc1ccc(NC(=O)C2CCCN2C(=O)OCc2ccccc2)c(C)c1 (stereo unspecified)	-5	15	0	-2	-10	0.1	2	5	-4	6
50	O=C(c1ccccc1F)c1cc2c(cc1[N+](=O)[O-])OCCO2	0	5	3	5	1	-0.5	-4	15*	8	18
